USP2a block: USP2a (human) protease inhibition | O75604 | USP2 core, Ub-CHOP2 coupled fluorogenic reporter, 485/531 | Potency, µM (top dose mostly 38.3 µM), for inactives: at the top dose activity change, negative = inhibition, hits mostly inhibitors | 330,000 compounds, 0.01% hits | AID 463254;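 also: potency is read from the fitted curve at half-maximal effect; plate controls were DMSO wells for no effect and full inhibition by NEM control for full effect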
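Deubiquitinase activity read as fluorescence (485/531 nm) after Ub-CHOP2 cleavage activates the enterokinase reporter on its substrate; USP2 core 10nM, Ub-CHOP2 and substrate 25nM each, 30min compound preincubation then 60min RT; data normalized to NEM, curves fitted.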
uPA surface inh: cell surface uPA generation inhibition | cell surface uPA generation assay, qHTS | Potency, µM (series often up to 38.3 µM), inactives show at the highest dose activity change, negative = inhibition, usual class: inhibitors | 330,000 compounds, 0.31% hits | AID 540303; active = well fitted inhibition curve with a large enough effect; inconclusive = small, poorly fitted or top-dose-only effect; inactive = no such curve, though single readings can be large or run the other way; tested in mouse RAW 264.7 cells; also: potency is read from the fitted curve at half-maximal effect; % is scaled to controls: 0 for no effect and ±100 for the full control effect; nearly all actives have a fitted effect of over 55% in size
Mito fusion act: inhibitors of mitochondrial division or activators of mitochondrial fusion; S. cerevisiae fusion-defective mutant growth rescue, CellTiterGlo 48 h; Potency, µM (series often up to 46.1 µM), inactives show at the top dose growth rescue (activation), hits mostly activators; 320,000 compounds, 0.23% hits; AID 485298;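 also: potency is read from the fitted curve at half-maximal effect; % of control where 0% means no effect; nearly all actives have a fitted effect of over 45% in size; temperature-sensitive fusion mutants such as fzo1-1 at 37 °C on non-fermentable ethanol glycerol medium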
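S. cerevisiae fusion-defective temperature-sensitive mutants (e.g. fzo1-1, mgm1-5) grown 48 h at 37C in YPEG (ethanol/glycerol non-fermentable) medium with 23 nl compound per well; growth rescue read as CellTiterGlo luminescence.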
TSHR antagonist: human thyrotropin receptor antagonism. P16473. TSHR-expressing cells, TSH-stimulated cAMP HTRF, 2 h; active compounds read low. activity change, negative = inhibition, % at 11.5 µM. 330,000 compounds, 0.2% hits. AID 504810;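 active = activity change below a set negative limit, meaning inhibition stronger than a set level, cut at about -70% in these data; inconclusive = activity change between two set negative limits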; also: % is scaled to controls: 0 for no effect and ±100 for the full control effect
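Read-out is FRET at 665 nm (cryptate excitation 337 nm) from a cryptate-tagged anti-cAMP antibody, competed by cell cAMP against cAMP-d2. Compounds are tested on freshly harvested TSHR cells challenged with 4nM TSH (EC80) for 2 hours at 37 deg C.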
B2AR arrestin: beta2AR (human) beta-arrestin recruitment activity; P07550; 330,000 compounds, 0.02% hits; AID 492947; beta-arrestin recruitment to beta2AR, cell-based reporter; Potency, µM (titrated, usually from 46.1 µM), for the others: at the top dose activation, actives largely listed as activators;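 also: potency is read from the fitted curve at half-maximal effect; 0% = DMSO controls and full agonism = EC100 isoproterenol or metaproterenol; nearly all actives have a fitted effect of over 65% in size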
Chronic BCR inh: inhibitors of chronic active B-cell receptor signaling. ABC-DLBCL IkBa-CBG/CBR reporter, luminescence ratio, 4 h. 340,000 compounds, 0.05% hits. Potency, µM (titrated, usually from 46.1 µM), for the others: at the top dose ratio change, negative = lower green/red ratio, hits mostly inhibitors. AID 493014; active = well fitted inhibition curve with a large enough effect in the signal ratio, with a control signal flat, not every such curve was filed as active; inconclusive = small, poorly fitted or top-dose-only effect, or effect the other way, or a change in a side signal; the % refers to the signal ratio;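 also: potency is read from the fitted curve at half-maximal effect; plate controls were basal doxycycline-induced cells for no effect and cells given 10 µM MG132 for full effect; MG132 reads +100%, hits lower the ratio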
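Doxycycline induced both beetle luciferases in TMD8 lymphoma cells; IKK-driven degradation limits the IkappaBalpha-fused green signal, while red luminescence normalises for cell number and nonspecific effects. Compounds tested up to 46 uM, 4 hrs.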
TSG101-PTAP inh: blocks PTAP/TSG101 interaction to inhibit HIV-1 budding. Q99816. Potency, µM (titrated, usually from 115 µM), without a hit: at the top dose activity change, negative = inhibition, most hits filed as inhibitors. Fluorescence polarization, FITC-PTAP peptide / Tsg101 binding. 340,000 tested, under 10 active; active = well fitted inhibition curve with a large enough effect in the main read-out, with a control signal flat, not every such curve was filed as active; inconclusive = small, poorly fitted or top-dose-only effect, or effect the other way, or a change in a side signal; inactive = no such curve, though single readings can be large or run the other way; also: potency is read from the fitted curve at half-maximal effect; % of control where 0% means no effect
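Compounds were pin-transferred onto Tsg101 binding domain (10 uM final) in HEPES pH 7.5 buffer, then FITC-PTAP peptide was added at 50 nM final. After 20 min at RT, polarization reported peptide displacement across a qHTS concentration series.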
TCR act: T cell receptor activation | primary human leukocytes, anti-CD3, IL-2 HTRF, 48 h | Potency, µM (doses to about 9.22 µM), inactives show at the top dose activation of IL-2 secretion, usual class: activators | 330,000 tested, under 10 active | AID 504894; also: % of control where 0% means no effect
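TCR engagement came from a-CD3 beads alone, with compounds added to primary human leukocytes for 48 hr. Secreted IL-2 bridged europium cryptate- and d2-labelled anti-IL-2 antibodies, giving FRET emission at 665nm after 320nm excitation.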
ELG1 repair inh: inhibitors of ELG1-dependent DNA repair in HEK293T cells | Potency, µM (top dose mostly 46.1 µM), for the others: at the top dose activity change, negative = inhibition, actives largely listed as inhibitors | HEK293T ELG1-luciferase reporter, luminescence, 16 h; DNA damage induced by 5-fluorouridine | 330,000 compounds, 2.3% hits | AID 504467; also: potency is read from the fitted curve at half-maximal effect; % is scaled to controls: 0 for no effect and ±100 for the full control effect; nearly all actives have a fitted effect of over 55% in size
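Step one: seed 2,000 cells per well. Step two: pin-transfer compound or DMSO alongside 5-fluorouridine. Step three: incubate 16 hr, 37 °C, 5% CO2. Step four: add ONE-Glo, wait 30 min, read luminescence.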
Tb PFK inh: inhibitors of T. brucei phosphofructokinase | O15648 | T. brucei PFK, ADP-Glo luminescence | Potency, µM (doses to about 57.5 µM), for the others: at the top dose activity, negative = inhibition, most hits filed as inhibitors | 330,000 compounds, 0.17% hits | AID 485367;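 also: potency is read from the fitted curve at half-maximal effect; 0% = uninhibited 1x PFK enzyme wells and -100% = no-enzyme wells; nearly all actives have a fitted effect of over 60% in size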
Target sequence (O15648 whole entry, looked up): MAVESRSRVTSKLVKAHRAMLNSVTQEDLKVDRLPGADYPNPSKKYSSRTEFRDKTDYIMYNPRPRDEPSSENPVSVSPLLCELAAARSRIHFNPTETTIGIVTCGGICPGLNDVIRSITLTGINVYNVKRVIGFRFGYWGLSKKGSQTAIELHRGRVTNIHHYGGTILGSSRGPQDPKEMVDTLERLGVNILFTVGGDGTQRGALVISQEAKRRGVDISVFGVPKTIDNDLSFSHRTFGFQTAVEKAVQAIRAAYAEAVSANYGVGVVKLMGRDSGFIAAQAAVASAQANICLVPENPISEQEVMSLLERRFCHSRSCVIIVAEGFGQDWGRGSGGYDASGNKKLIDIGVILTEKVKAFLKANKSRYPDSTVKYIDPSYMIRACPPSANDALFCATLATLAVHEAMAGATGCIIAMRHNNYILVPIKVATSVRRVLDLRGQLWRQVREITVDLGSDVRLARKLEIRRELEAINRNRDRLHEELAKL
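1.25 nM PFK with 0.5 mM F6P and 0.1 mM ATP in 0.1 M TEA pH 8.0, 5 mM MgCl2, incubated 45 min at room temperature; ADP measured by ADP-Glo luminescence; compounds titrated up to 57 uM.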
Eya2 phos inh: inhibitors of human Eya2 phosphatase activity. O00167. recombinant Eya2, OMFP fluorescence dephosphorylation (OMFP is methylfluorescein phosphate). Potency, µM (titrated, usually from 76.9 µM), for the others: at the top dose activity, negative = inhibition, actives largely listed as inhibitors. 330,000 compounds, 0.006% hits. AID 488837; also: potency is read from the fitted curve at half-maximal effect; % is scaled to controls: 0 for no effect and ±100 for the full control effect
Target sequence (O00167 whole entry, looked up): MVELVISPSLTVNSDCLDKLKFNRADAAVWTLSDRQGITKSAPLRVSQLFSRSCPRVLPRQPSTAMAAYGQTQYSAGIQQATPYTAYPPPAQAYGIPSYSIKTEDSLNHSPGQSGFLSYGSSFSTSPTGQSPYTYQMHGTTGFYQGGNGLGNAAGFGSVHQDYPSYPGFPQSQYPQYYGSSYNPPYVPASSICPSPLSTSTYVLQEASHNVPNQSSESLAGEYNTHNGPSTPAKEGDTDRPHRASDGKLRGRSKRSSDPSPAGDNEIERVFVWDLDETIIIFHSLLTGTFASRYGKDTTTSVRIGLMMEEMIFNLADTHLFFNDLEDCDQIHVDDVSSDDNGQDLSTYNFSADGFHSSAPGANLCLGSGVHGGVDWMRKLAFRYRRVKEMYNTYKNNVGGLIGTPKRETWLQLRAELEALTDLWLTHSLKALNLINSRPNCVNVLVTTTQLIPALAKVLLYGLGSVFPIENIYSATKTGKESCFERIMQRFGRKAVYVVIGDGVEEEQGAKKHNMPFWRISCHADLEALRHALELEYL
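Eya2 (0.2 uM) preincubated 10 min at ambient with compound, then OMFP substrate added at 50 uM; 10 min reaction in 50 mM HEPES pH 7.5, 50 mM NaCl, 5 uM MgCl2, 0.05% BSA, 1 mM DTT. Fluorescence read at Ex 485/Em 525 nm.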
* = called active by the depositor; ? = inconclusive; . = not tested or not shown; [ ] = remark or other dose. Unless noted, calls follow the shape of the dose curve; as a rule, active = well fitted curve in the direction sought with a large enough effect; inconclusive = small, poorly fitted or top-dose-only effect, or another doubt; inactive = no such curve, though single readings can be large; an effect the other way counts as inactive or inconclusive.

SMILES	USP2a block	uPA surface inh	Mito fusion act	TSHR antagonist	B2AR arrestin	Chronic BCR inh	TSG101-PTAP inh	TCR act	ELG1 repair inh	Tb PFK inh	Eya2 phos inh
CC(=O)c1cccc(NC(=O)C2CCN(S(=O)(=O)c3cccs3)CC2)c1	1.2%	2.8%	2.8%	-3.2	-0.2%	-19.2%	-4.2%	0.1%	?	0.7%	-20.8%
CCOc1cc(CN2CCSCC2)ccc1O	-0.5%	.	1.5%	-4.9	-0.3%	4.6%	-2.5%	-1.7%	0.3%	1.2%	13.4%
CCCSC1=C(C#N)C(c2ccc(OC)cc2)C2=C(CC(C)(C)CC2=O)N1 (stereo unspecified)	0.7%	-3.7%	5.0%	-6.0	2.0%	1.0%	-6.0%	-3.4%	-7.9%	-4.0%	4.6%
O=C(O)c1cc(NCc2ccccc2)ccc1N1CCOCC1	2.7%	6.7%	0.9%	-6.3	0.0%	-1.3%	-4.9%	-19.8%	-14.0%	2.0%	20.2%
CC(C)(CNC(=O)CNC(=O)C1CCCCC1)N1CCOCC1	-1.6%	-3.6%	-0.1%	12.2	-0.1%	0.5%	-3.1%	.	5.5%	3.3%	9.8%
Cc1ccc(NC(=O)CN2C(=O)NC(C)(CCc3ccccc3)C2=O)cc1 (stereo unspecified)	0.5%	4.2%	-1.5%	8.7	3.2%	-3.1%	1.0%	7.9%	-1.7%	-6.5%	-3.7%
CC(=O)Nc1ccc(S(=O)(=O)N2CCN(c3nc(C)cc(C)n3)CC2)cc1	0.8%	-1.7%	0.3%	1.5	-0.4%	-8.3%	-7.5%	2.7%	-5.4%	-2.8%	-20.1%
O=C(N/N=C/c1ccco1)c1ccc2nc[nH]c2c1	9.0%	2.4%	-4.9%	2.2	7.7%	?	1.4%	-1.2%	-1.0%	2.7%	12.2%
CCOc1ccc(CCNS(=O)(=O)c2cccc3nsnc23)cc1OCC	0.7%	-6.6%	1.0%	8.2	-0.3%	?	-6.7%	10.7%	4.2%	-0.7%	-5.2%
CCOc1ccc(NC(=O)CN(C)C(=O)c2nc3nc(C)cc(C)n3n2)cc1OCC	-2.5%	6.2%	-0.8%	-4.2	0.1%	-5.4%	-3.1%	4.0%	23.3%	2.9%	-11.0%
Oc1cccc(C(Nc2nccs2)c2ccc3cccnc3c2O)c1 (stereo unspecified)	-6.2%	-1.7%	1.9%	-4.1	0.2%	?	-9.1%	2.6%	?	-8.5%	-6.1%
O=C(NC12CC3CC(CC(C3)C1)C2)c1ccc(S(=O)(=O)N2CCOCC2)cc1	0.4%	1.0%	-13.2%	3.6	-0.5%	-2.0%	-3.3%	6.2%	-5.1%	-0.6%	10.4%
c1ccc(CC2CCN(c3nnnn3-c3ccccc3)CC2)cc1	2.9%	2.5%	23.6%	13.5	0.2%	6.3%	-5.2%	2.0%	-5.0%	3.1%	-19.0%
COc1ccc(C(=O)NCC(=O)OCC(=O)N2CCN(S(=O)(=O)c3ccccc3)CC2)cc1	0.2%	0.5%	-2.5%	3.3	-0.6%	-2.1%	-2.1%	2.7%[46.1 µM]	0.6%	-0.5%	-5.5%
O=C(CCC(=O)Nc1ccccc1)N/N=C/c1cccnc1	-8.9%	-25.5%	0.0%	-2.2	-0.9%	-0.7%	-0.2%	3.4%	10.4%	-1.8%	-9.0%
CC(C)C[C@H](NC(=O)OC(C)(C)C)c1n[nH]c(=S)n1N	0.1%	3.0%	0.5%	3.1	3.3%	3.9%	-0.6%	-1.0%[46.1 µM]	-8.6%	-0.6%	-16.1%
CN(CC(=O)NCCN1CCOCC1)S(=O)(=O)c1ccc(Cl)cc1	0.5%	?	.	-10.0	8.6%	0.3%	-0.9%	0.8%	15.1%	8.5%	-10.5%
Cc1ccc(C)c(/C(O)=C2\C(=O)C(=O)N(CCCn3ccnc3)C2c2cccnc2)c1 (stereo unspecified)	-0.9%	6.2%	-4.8%	-8.7	-0.9%	-0.1%	0.2%	-3.8%[46.1 µM]	2.8%	-4.8%	8.9%
CCOc1ccc(-c2ncncc2-c2ccc(OC)c(OC)c2)c(O)c1	-1.9%	12.4%	-2.2%	4.2	-0.5%	-11.1%	-10.7%	-1.0%	-18.9%	-3.7%	-15.9%
COC(=O)N1C(=O)[C@@](CC(C)C)(c2ccccc2)N1C(=O)OC	0.5%	.	2.4%	82.7	-1.0%	?	.	.	?	3.6%	13.5%
O=C(COC(=O)c1cc(-c2ccccn2)nc2ccccc12)Nc1ncc(C(F)(F)F)cc1Cl	3.8%	-0.4%	-49.2%[inhibitor]	-2.8	7.1%	11.6%	2.8%	-6.1%	?	-2.4%	-6.0%
COc1ccc(CN(C)CCc2ccccn2)cc1OC	4.3%	5.2%	-3.3%	10.9	-0.5%	-7.3%	2.0%	3.5%[46.1 µM]	16.6%	-6.5%	-12.3%
CC(C)(C)C(=O)N1N=C(c2cccc(NS(C)(=O)=O)c2)CC1c1cccs1 (stereo unspecified)	0.6%	7.1%	14.4%	-1.5	0.0%	?	-6.6%	2.2%	?	1.7%	4.8%
CNc1cc([N+](=O)[O-])ccc1N/C=C/C(=O)c1ccc2c(c1)OCO2	-0.1%	0.5%	5.8%	9.1	0.2%	-2.0%	-3.1%	2.5%[46.1 µM]	5.4%	-0.1%	-0.6%
Cc1ccc(CN2CCN(CC(=O)NCc3ccc(Cl)cc3)C2=O)cc1	2.0%	-1.7%	-5.3%	2.0	-0.4%	?	-1.0%	-38.1%	-18.0%	-0.2%	-13.8%
O=C(c1ccccc1)c1c[nH]c2ccccc12	2.5%	-3.6%	4.9%	-8.8	-0.3%	?	-0.8%	0.4%	?	10.7%	-16.7%
COc1ccc(OC)c(C2CC(=O)C3=C(C2)NC(=O)CC3c2ccc(O)c(OC)c2)c1 (stereo unspecified)	1.2%	-0.8%	-2.0%	-4.1	-0.2%	0.5%	-3.3%	-0.7%	?	-1.0%	-27.7%
COc1ccc(C(=O)NC(Nc2ccc(C)cc2)C(Cl)(Cl)Cl)cc1 (stereo unspecified)	-3.0%	-7.3%	-2.5%	10.3	-0.5%	?	-3.9%	-0.7%[46.1 µM]	5.4%	2.5%	-4.8%
O=C(NN=C1c2ccccc2-c2ccccc21)c1ccccc1	-0.3%	-15.8%	1.6%	-6.8	-0.2%	-14.5%	-6.4%	2.3%	4.5%	?	3.4%
COc1cc(NC(=O)Cc2ccccc2)c(C(=O)O)cc1OC	-2.8%	-1.2%	3.7%	-1.0	0.3%	0.3%	-0.4%	-0.5%	-4.0%	-8.4%	-13.8%
CC12COC3(P(=O)(c4ccccc4)c4ccccc4)CC1CCC23CP(=O)(c1ccccc1)c1ccccc1 (stereo unspecified)	-6.4%	-1.7%	-11.3%	19.9	6.5%	?	0.2%	.	-29.4%	-4.2%	-3.5%
Cn1c(=O)c2c(SCC(=O)N3CCCc4ccccc43)nc(CC(C)(C)C)nc2n(C)c1=O	1.0%	6.8%	1.7%	-16.0	-0.6%	?	-4.5%	9.8%[46.1 µM]	-3.3%	2.6%	-12.3%
C[C@H](CO)N1C[C@H](C)[C@@H](CN(C)C(=O)Nc2ccc3c(c2)OCO3)Oc2ccc(NS(=O)(=O)c3ccc(F)cc3)cc2C1=O	0.2%	1.7%	.	-3.8	-0.8%	?	-1.1%	-3.1%	-1.7%	0.6%	-0.1%
CC(C)[C@@H](C(=O)N1CCCC1)N1C(=O)N2CCc3c([nH]c4ccccc34)[C@@]2(C)C1=O	3.0%	12.2%	3.3%	7.7	-0.4%	-0.7%	-0.1%	-1.7%	-13.7%	0.1%	-3.2%
O=C(Nc1ccc2c(c1)OCO2)c1ccc2c(c1)OCO2	-1.9%	-5.7%	5.2%	8.3	-1.7%	?	2.9%	4.0%[46.1 µM]	?	-7.5%	0.8%
COc1cc(C(=O)NCC2CCCCC2)cc(OC)c1OC	-0.6%	0.9%	-3.7%	-2.4	-0.6%	0.3%	-8.0%	-0.5%	-9.7%	1.4%	-0.2%

High-throughput results from PubChem.

Compounds were not picked by outcome; any-hit rate near 3%.
